# IEC-6 tox – cytotoxicity in IEC-6 intestinal epithelial cells, primary screen, cytotoxicity control for KLF5 inhibitor project, cell-based, luminescence. IEC-6 cytotoxicity, luminescence viability. inhibition, % at 5 µM. 0.78% of 290,000 active. AID 1825, 2009; in the data active = inhibition above about 22%;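 note: 0% = plate median of test compound wells and 100% = cytotoxic reference compound wells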
# GSK3beta inhib – human GSK3beta kinase inhibitors, primary screen, biochemical, cell-free homogeneous, HTS; Glycogen synthase kinase-3 beta (Homo sapiens), P49841; GST-GSK3beta kinase, ADP-Glo luminescence, 60 min; active compounds read low; activity score (negative = inhibition), % at 10 µM; 0.038% of 300,000 active; AID 2097, 2009;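 active = more than half of replicate wells score below -50%, meaning over 50% inhibition versus plate controls; inconclusive = some replicates but at most half score below -50%; inactive = no replicate scores below -50%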;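 note: 0% = median DMSO wells and -100% = median GW8510 positive control wells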
# Target sequence (P49841 whole entry, looked up): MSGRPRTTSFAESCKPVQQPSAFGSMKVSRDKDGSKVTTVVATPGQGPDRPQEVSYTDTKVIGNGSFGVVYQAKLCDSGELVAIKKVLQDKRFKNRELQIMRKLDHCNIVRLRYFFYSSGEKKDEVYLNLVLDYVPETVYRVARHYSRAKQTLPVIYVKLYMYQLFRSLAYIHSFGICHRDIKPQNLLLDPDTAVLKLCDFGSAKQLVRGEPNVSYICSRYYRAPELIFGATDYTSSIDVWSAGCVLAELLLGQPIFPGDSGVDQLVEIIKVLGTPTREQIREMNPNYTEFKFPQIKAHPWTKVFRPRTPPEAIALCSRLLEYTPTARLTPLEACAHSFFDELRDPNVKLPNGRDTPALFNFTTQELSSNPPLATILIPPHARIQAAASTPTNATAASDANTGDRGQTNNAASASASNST
#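 Test system: GST-tagged human GSK3beta kinase, cell-free; evaluation: activity score scaled between in-plate DMSO and GW8510 controls; measured by: ADP-Glo luminescence; incubation: 60 min reaction, RT; benchmarks: DMSO and 20 µM GW8510; reagent: peptide substrate plus 25 µM ATP (final); medium: Tris/MgCl2 kinase buffer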
# HSF1 activator – HSF-1 activators, primary screen, NIH3T3-HGL cells, MG132 stress, luminescence, single point; NIH3T3-HGL HSF-1 luciferase reporter, 8 h; 100% = twice DMSO control signal; activation, % at 9 µM; 1.7% of 300,000 active;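 active = mean replicate activation of at least 50% with a set share of replicates each reaching 50%; inconclusive = only one of those two conditions met; inactive = mean below 50% and too few replicates reaching it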;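 note: 0% = median of the neutral control wells and 100% = twice that signal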
# Platelet DG rel – inhibitors of platelet dense granule secretion, primary screen, cell-based, MLPCN, human platelets. inhibition, %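 (compounds screened at 7.5 µM in platelet-rich plasma)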. 0.22% of 300,000 active. human platelet-rich plasma, SFLLRN dense granule ATP release, luminescence;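 active = mean replicate score, as percent of positive control, at or above 50; inconclusive = mean below 50 but at least one replicate at or above 50; inactive = mean and every replicate below 50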
# KLF5 inh – KLF5 expression inhibitors, primary screen, DLD-1 cells, luminescence | DLD-1 KLF5 promoter-luciferase reporter | inhibition, % at 5 µM | 0.23% of 290,000 active | AID 1700, 2009;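 active = inhibition above a per-plate limit of that plate's mean compound inhibition plus 3 SD, cut at about 60% in these data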;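 note: 0% = DMSO wells and 100% = LY294002 at 200 µM; higher means less KLF5 promoter-driven luciferase light; inactives centre near -14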
# aSyn UTR inh – MLPCN primary screen, SNCA 5' untranslated region; alpha-synuclein 5'UTR reporter, inhibitor activity; inhibition, % (tested at 7.5 µM); 0.82% of 300,000 active; in the data active = inhibition above about 60%; inconclusive = no clear call, values can overlap the other calls;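 note: H4 neuroglioblastoma cells stably carrying SNCA 5'UTR luciferase fusion; 0% = DMSO wells and 100% = positive control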
# GSK3A inh – blockers of GSK3A enzyme activity – biochemical, luminescence, cell-free homogeneous, HTS, primary screen; GSK-3 alpha kinase, ADP-Glo luminescence, 60 min; inhibition, % at 10 µM; 0.1% of 320,000 active; AID 2650, 2010;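 in the data active = inhibition above about 50%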;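 note: GST-tagged GSK-3 alpha with peptide substrate and 25 µM ATP; 0% = DMSO neutral wells and 100% = GW8510 positive control wells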
# Target sequence (P49840 whole entry, looked up): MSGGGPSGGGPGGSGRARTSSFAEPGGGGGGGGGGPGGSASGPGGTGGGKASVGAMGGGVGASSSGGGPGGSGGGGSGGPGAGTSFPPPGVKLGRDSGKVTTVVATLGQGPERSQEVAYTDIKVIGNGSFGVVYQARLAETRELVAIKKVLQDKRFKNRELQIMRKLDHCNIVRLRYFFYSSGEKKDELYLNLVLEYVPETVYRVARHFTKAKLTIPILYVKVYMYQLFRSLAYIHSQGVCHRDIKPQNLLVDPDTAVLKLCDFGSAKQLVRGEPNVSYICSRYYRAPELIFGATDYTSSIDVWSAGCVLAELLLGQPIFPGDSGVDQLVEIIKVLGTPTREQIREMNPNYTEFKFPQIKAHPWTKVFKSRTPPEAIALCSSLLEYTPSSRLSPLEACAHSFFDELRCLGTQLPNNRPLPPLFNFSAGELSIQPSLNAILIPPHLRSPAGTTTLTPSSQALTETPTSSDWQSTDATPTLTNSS
# DYRK1A inh – rat Dyrk1A kinase inhibitors, primary screen, biochemical, single point, plate reader; Dual specificity tyrosine-phosphorylation-regulated kinase 1A (Rattus norvegicus), Q63470; ADP-Glo luminescence, NFATc1 peptide; 0.43% of 310,000 active; inhibition, % at 12.5 µM; in the data active = inhibition above about 50%;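 note: plate controls were vehicle with enzyme for no effect and no enzyme for full effect; many of its hits are not listed in these tables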
# HSP90 inh – HSP90 inhibitors, primary screen, cell lysate, luminescence. Heat shock protein HSP 90 (rabbit reticulocyte lysate; luciferase refolding). Rabbit reticulocyte lysate, luciferase refolding luminescence, 3 h. 0.91% of 290,000 active. inhibition, % at 5.6 µM;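 active = inhibition above the screen-wide mean plus 3 SD, computed separately per campaign, cut at about 16% in these data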;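 note: 0% = DMSO wells and 100% = 60 µM geldanamycin wells; inhibitors lower the luminescence because luciferase stays unfolded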
# HSF1 inh – HSF1 inhibitors in luciferase reporter cells, primary screen, cell-based, NIH3T3, luminescence; NIH3T3-HGL HSE-luciferase, MG132-induced, luminescence 8 h; active compounds read low; activity change, negative = inhibition, % at 7.5 µM (by protocol); 0.77% of 300,000 active;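 active = more than half of replicate wells show activity change below -50%, luminescence cut by over half; inconclusive = some wells, but at most half, below -50%; inactive = no replicate well below -50%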;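 note: luciferase reports HSF-1 transcriptional activity via heat shock element; 0% = median of DMSO wells and -100% = zero luminescence signal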
# * hit, by the source's call; ? = inconclusive; / = not tested or not shown.
SMILES,IEC-6 tox,GSK3beta inhib,HSF1 activator,Platelet DG rel,KLF5 inh,aSyn UTR inh,GSK3A inh,DYRK1A inh,HSP90 inh,HSF1 inh
N#Cc1cc(C(=O)c2ccccc2OCC(=O)Nc2ccccc2)cn(C2CCCCC2)c1=O,-6,1,/,2,-16,-18,-5,-3,0,/
O=C(NCCOc1nc(N2CCCCC2)nc(N2CCOCC2)n1)Nc1ccccc1,-3,3,-2,-3,-9,9,0,3,-2,-7
COc1ccc(-c2nc3ccc([N+](=O)[O-])cc3[nH]2)cc1,-3,-1,54*,5,-165,-63,1,47,8,7
CCOC(=O)N1CCN(S(=O)(=O)c2ccc(C(=O)Nc3nc4ccccc4s3)cc2)CC1,1,-4,/,7,-24,-13,0,-7,4,/
COC(=O)c1cn(Cc2cccc(C)c2)nn1,-5,-1,-7,4,-8,13,-6,-6,-5,-8
N#CC(=C=[N-])C1=C(C#N)C(c2ccccc2F)C([n+]2ccccc2)C(O)(C2CC2)N1 (stereo not drawn),-4,-3,-3,-4,-6,8,0,7,-3,-6
COC(=O)N/N=C/C1=CCC2CC1C2(C)C (stereo not drawn),6,1,-20,15,-31,-6,3,-2,1,0
CN(Cc1cccc(F)c1)C(=O)C(c1ccccc1)c1ccccc1,1,1,18,-1,-25,-1,-2,0,2,0
COCCn1ccc(O)c(Cc2ccccc2)c1=O,4,2,4,0,-3,13,0,5,3,-3
COc1ccc(Cn2nnc3c(=O)[nH]c(C4CCN(S(=O)(=O)c5ccc(C)cc5)CC4)nc32)cc1,-2,-1,13,0,-12,25,0,3,4,4
CC(=O)c1c(C)[nH]c(C(=O)N2CCc3ccccc32)c1C,-2,/,-18,-2,21,-20,2,-1,1,1
COc1ccccc1CNC(=O)/C(C#N)=C/c1ccc(OC)c(OC)c1OC,3,-4,39,3,-15,-10,12,-1,6,-1
C/C(=N\Nc1ncc(Br)cn1)c1cccc([N+](=O)[O-])c1,-2,3,11,4,-53,-10,0,6,-2,2
COc1ccccc1CNC(=O)COC(=O)c1ccc(C)c(S(=O)(=O)N2CCOCC2)c1,/,/,2,5,/,-6,-2,7,/,-10
Cc1ccc(CN2C3CCCC2CC(NC(=O)c2ccc(C)cc2)C3)cc1 (stereo not drawn),6,-1,22,-7,-31,-163,-1,-2,1,-7
COC(=O)c1cc(S(=O)(=O)NCC2CCN(Cc3ccc(C)cc3)CC2)cn1C,0,0,0,-8,-7,-10,/,0,3,1
COc1ccccc1-c1nc(SCC(=O)O)n[nH]1,-2,0,11,5,-8,26,-3,3,-3,-11
CCOC(=O)C1(Cc2cccc(Cl)c2)CCCN(C(=O)c2ccoc2C)C1 (stereo not drawn),0,2,28,-7,4,9,2,2,4,7
Cc1c(C(=O)O)cccc1-c1ccc(/C=N/Nc2ccc(Br)cc2)o1,-5,-3,13,7,-97,-145,-2,9,1,4
Cc1nnc(NC(=O)c2cccc(NC(=O)C(C)C)c2)s1,2,-2,5,-1,-50,-23,/,12,-3,-2
CCc1ccc(Nc2nc(N)nc(CSc3nc4ccccc4s3)n2)cc1,0,2,19,2,-18,-9,-1,3,1,4
O=C(O)c1cc(NCc2ccc(F)cc2)ccc1N1CCOCC1,3,1,-8,16,-13,1,/,7,-2,-1
CCCN=C(N)/C(C(=O)OCC)=C(\O)c1ccc(OC)cc1,-3,-8,3,0,1,4,2,-9,-4,-6
O=C1CN(C(=O)CSc2nc3cc(Cl)ccc3c(=O)n2Cc2ccccc2)c2ccccc2N1,-1,3,14,-2,-39,12,-3,3,-2,7
CCOC(=O)CSC1=N/C(=C/c2ccc(-n3cncn3)cc2)C(=O)N1C(C)=O,-4,3,8,5,-25,8,-1,0,-3,5
CCn1c2ccccc2c2nnc(SCC(=O)Nc3c(C)n(C)n(-c4ccccc4)c3=O)nc21,6,0,-27,4,-6,13,3,1,0,-8
CC(=O)c1c(O)cc(C(C)C)n(-c2ccccc2)c1=O,-8,1,-4,-20,-36,13,-2,0,-4,-4
CCC(=O)NC(Nc1ccccn1)(C(=O)OC)C(F)(F)F (stereo not drawn),0,-1,-6,-10,-18,-6,0,-6,4,-5
Cc1ccc(-c2nnc(N)o2)cc1,-2,0,-3,18,-31,4,3,0,0,-2
CCOc1ccc(S(=O)(=O)n2nnc3ccccc32)cc1C,1,3,-23,-9,-5,14,-5,/,5,-15
CC(C)CCn1c(N2CCc3ccccc3C2)nc2c1c(=O)[nH]c(=O)n2C,1,0,-6,21,-5,41,1,1,4,-4
Cc1oc(-c2cccc(F)c2)nc1CN1CCCCC1CCn1cccn1 (stereo not drawn),-3,3,-12,-1,-25,-5,2,0,2,0
COc1cc(/C=C2/SC(=S)N(c3c(C)n(C)n(-c4ccccc4)c3=O)C2=O)ccc1O,-4,-3,48,7,-26,-7,3,-1,-2,19
Cc1ccccc1CC(=O)Nc1ccon1,6,0,-9,8,-1,8,-1,-2,1,5
CC1Cc2cc(S(=O)(=O)N3CCN(c4ccc(Cl)cc4)CC3)ccc2N1C(=O)C1CC1 (stereo not drawn),5,3,26,-6,-8,34,3,-5,-1,7
C=CCn1c(CC(=O)OC)csc1=Nc1ccc(C(C)=O)cc1,3,3,9,4,-40,-52,0,-4,0,5
O=C(CC(NC(=O)c1ccccc1)c1ccccc1)Nc1cccc2ccccc12 (stereo not drawn),1,-1,-7,0,-39,24,-3,-3,4,-4
CC(=O)c1cnc2c(-c3cccc(Br)c3)cnn2c1C,-5,-2,-9,24,-5,-61,3,-3,-2,4
O=C(Nc1ccc(Cl)c(Cl)c1)Nc1nnc(CSc2ccccc2)s1,4,-2,-38,-1,-28,40,-1,5,1,-25
O=C(Cc1ccccc1)NC1CCS(=O)(=O)C1 (stereo not drawn),2,5,-11,-1,14,2,-2,-5,4,-6
CC(OC(=O)CCCNC(=O)c1ccc(Cl)cc1)C(=O)N(C)Cc1ccccc1 (stereo not drawn),-7,0,-5,0,-38,-1,-1,-10,7,0
Cc1nnc(NC(=O)Cn2nc(C)c3ccccc3c2=O)s1,0,-1,9,4,-11,-9,1,-1,0,1
Cc1ccc(S(=O)(=O)N[C@@H](C)C(=O)N2CCC(C(=O)N[C@@H](Cc3ccccc3)C(=O)O)CC2)cc1,-3,1,-13,-9,-11,8,/,-2,-3,4
COCCn1c(SCC(=O)NC2CCCCC2C)nnc1-c1ccncc1 (stereo not drawn),-3,0,-1,-10,-27,8,2,0,2,-3
Cc1cc(C)n2nc(SCC(=O)Nc3ccc(F)cc3)nc2n1,-1,1,3,1,-26,4,/,/,-3,6
CCn1nccc1C(=O)Nc1ccccc1OC,0,-2,9,-12,-3,-12,4,13,-2,3
Cc1ccc(CCN2C(=O)c3ccccc3C2C(=O)NCc2cccnc2)cc1 (stereo not drawn),4,-2,-7,-2,-5,-18,-4,0,0,-6
CC(C)CN=CC1=C(O)c2ccccc2C1=O,2,-2,33,-1,-103,-83,2,5,1,9
O=C1c2sc3nc4n(c(=O)c3c2CCC1Br)CCCCC4 (stereo not drawn),3,-6,12,-1,-142,-180,6,4,-2,0
CCCn1c(C)cs/c1=N\C(=S)Nc1ccccc1,8,1,1,-1,118*,2,-2,-1,1,13

# Fetched by structure from the list above:
SMILES,IEC-6 tox,GSK3beta inhib,HSF1 activator,Platelet DG rel,KLF5 inh,aSyn UTR inh,GSK3A inh,DYRK1A inh,HSP90 inh,HSF1 inh
Cc1ccc(CCN2C(=O)c3ccccc3C2C(=O)NCc2cccnc2)cc1 (stereo not drawn),4,-2,-7,-2,-5,-18,-4,0,0,-6
COCCn1c(SCC(=O)NC2CCCCC2C)nnc1-c1ccncc1 (stereo not drawn),-3,0,-1,-10,-27,8,2,0,2,-3

# (list continues)
SMILES,IEC-6 tox,GSK3beta inhib,HSF1 activator,Platelet DG rel,KLF5 inh,aSyn UTR inh,GSK3A inh,DYRK1A inh,HSP90 inh,HSF1 inh
Cc1[nH]c2ccccc2c1/C=N/n1cnnc1,4,2,-18,7,-5,9,0,1,1,-5
COC(=O)c1ccccc1NC(=O)CSc1nc2cccnc2n1C,7,0,19,-7,-1,-9,2,4,3,22
O=C(NCCc1ccc(Cl)cc1)c1cnccn1,1,-3,6,3,-37,-39,1,/,1,6
Cc1ccc(S(=O)(=O)N(CC(=O)O)Cc2ccco2)cc1,-9,2,-4,23,-3,-3,-3,/,0,-4
COc1ccc(-n2c(C)c(C(C)=O)c3cc(O)ccc32)cc1,0,0,-52,-10,-3,22,/,-2,-2,?
CN(C)CCCNC(=O)c1cc(C(=O)c2ccccc2F)c[nH]1,2,-2,-2,8,-10,-3,6,-2,0,-4
COc1ccc(NC(=O)Nc2ccccc2F)c(C)c1,-6,-1,23,5,-13,-98,-2,-1,0,0
Cc1cc(C)n2nc(CC(=O)NNC(=O)COc3cccc(C)c3C)nc2n1,-3,-3,5,0,-7,-12,1,-5,-1,0
O=C(Cn1nnc(-c2ccc(S(=O)(=O)N3CCCC3)cc2)n1)NCC1CCCO1 (stereo not drawn),4,-1,9,9,-10,2,2,-2,4,5
C=CCc1cc(Cl)ccc1OCCN(C)C,-6,4,-3,4,-30,11,1,3,-2,-5
O=C(N/N=C/c1cn(-c2ccccc2)nc1-c1ccccc1)c1ccco1,1,1,16,2,1,-22,-4,9,-1,-1
CCOC(=O)c1c(C)[nH]c(C)c1C(=O)COC(=O)/C=C/c1ccc(OC(F)F)cc1,-3,5,42,-17,-7,-9,2,-1,1,8
COc1ccc(C(=O)CC(=O)C(=O)Nc2cc(C)ccc2C)cc1,-6,-3,11,-11,-29,-16,-1,1,-4,3
CCOc1ccc(N2CC(C(=O)N3CCCCC3)CC2=O)cc1 (stereo not drawn),-2,-2,7,-1,7,-6,-2,0,-4,4
O=C(O)c1ccoc1CN1CCCCC1,6,0,-1,-2,-20,12,-3,-1,3,-4
O=S(=O)(c1ccccc1)N1N=C(c2ccccc2)CC1c1ccco1 (stereo not drawn),9,-1,0,4,2,-7,1,/,1,3
CC(=O)N1c2ccc(S(=O)(=O)NCC3CCC(C(=O)Nc4ccc(C)cn4)CC3)cc2CC1C (stereo not drawn),4,-3,-15,1,4,10,-2,20,0,-4
Cc1ccc(-c2cc(C(=O)Nc3ccccc3C(N)=O)c3ccccc3n2)o1,/,1,8,12,/,-23,-1,/,/,-1
COc1cc(C(CCN2CCCC2)c2c(OC)cc(OC)c3c(-c4ccccc4)cc(=O)oc23)cc(OC)c1OC (stereo not drawn),/,-3,-13,-2,/,2,3,6,/,5
CCCc1cc(C(=O)Nc2cccc(C(C)=O)c2)no1,-6,-2,-12,2,-49,-80,0,5,1,0

# Not all compounds are listed; count on the stated rates, not on these rows.
